Compound activity: PubChem, National Center for Advancing Translational Sciences (NCATS)
Giardia kill: Small Molecules that selectively kill Giardia lamblia: qHTS | Giardia lamblia trophozoite viability | hit rate 0.15% among 340,000 | activity change, % at 7.66 µM, hits read low | AID 540267, 2011; in the data active means activity change below about -80%; inconclusive means between about -30% and that limit;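 further: parasites exposed to compound for two days anaerobically before the ATP read; on the % scale 0 is the no-effect control and ±100 the full control effect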
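Giardia lamblia trophozoites (100 cells/well) were incubated with compounds for 48 h at 37 deg C under anaerobic conditions. Viability was read as ATP content by one-step luminescence after 15-30 min at room temperature.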
Rab9 prom act: qHTS Assay for Rab9 Promoter Activators. Huh7 Rab9 promoter-luciferase reporter, luminescence, 24 h. Potency, µM (series often up to 9.22 µM), inactives show at the highest dose activation, negative = inhibition, actives largely listed as activators. hit rate 2.8% among 320,000. AID 485297, 2010; further: potency means the concentration at half of the fitted maximal effect; % of control where 0% means no effect; nearly all actives have a fitted effect of over 60% in size
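Huh7 reporter line, Rab9 promoter upstream of luciferase. Compound exposure 24 h at 37 °C in reduced-serum medium with 10% FBS. Read-out: luminescence.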
PKM2 act: qHTS Assay for Activators of Human Muscle isoform 2 Pyruvate Kinase. Potency, µM (highest dose often 57.5 µM), for inactives: at the top dose activation, most hits filed as activators. AID 1631, 2009. purified PKM2, Kinase-Glo ATP luminescence, activation; response scale: 0% is enzyme alone, no compound. hit rate 0.34% among 260,000. Pyruvate kinase PKM (Homo sapiens), P14618; further: potency means the concentration at half of the fitted maximal effect; on the % scale 0 is the no-effect control and ±100 the full control effect; nearly all actives have a fitted effect of over 55% in size
Target sequence (P14618 whole entry, looked up, canonical isoform): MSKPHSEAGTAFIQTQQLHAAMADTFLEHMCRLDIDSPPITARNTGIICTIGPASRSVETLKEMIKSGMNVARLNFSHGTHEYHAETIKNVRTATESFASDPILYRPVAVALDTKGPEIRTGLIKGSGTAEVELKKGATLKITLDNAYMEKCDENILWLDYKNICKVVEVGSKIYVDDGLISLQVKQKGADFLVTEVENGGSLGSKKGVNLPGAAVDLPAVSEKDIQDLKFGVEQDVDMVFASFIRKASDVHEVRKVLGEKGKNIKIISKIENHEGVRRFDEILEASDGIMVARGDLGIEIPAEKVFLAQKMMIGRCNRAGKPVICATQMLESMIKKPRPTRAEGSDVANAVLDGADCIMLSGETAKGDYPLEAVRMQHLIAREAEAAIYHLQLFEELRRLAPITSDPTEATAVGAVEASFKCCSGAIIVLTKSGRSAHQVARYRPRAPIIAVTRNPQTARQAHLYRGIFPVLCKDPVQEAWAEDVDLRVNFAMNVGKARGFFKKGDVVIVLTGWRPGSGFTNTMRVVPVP
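ATP formation by purified human PK-M2, quantified via coupled luciferase luminescence after 1 h at room temperature with 0.1 mM ADP and 0.5 mM PEP final.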
p53 reactivator: qHTS assay for re-activators of p53 using a Luc reporter; H1299 p53-A138V BP100-luciferase reporter, luminescence, 24 h; hit rate 0.063% among 320,000; AID 504706, 2011; Potency, µM (doses to about 92.2 µM), without a hit: at the top dose activity change, positive = activation, hits mostly activators; further: potency means the concentration at half of the fitted maximal effect; % of control where 0% means no effect; nearly all actives have a fitted effect of over 45% in size
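p53-null H1299 cells stably carrying temperature-sensitive p53-A138V and a BP100-luciferase reporter were pinned with compounds (4-point, 1:5 series) and held 24 hrs at 37 deg C. Luminescence was read 10 min after detection reagent.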
FLuc modulator: qHTS profiling assay for firefly luciferase inhibitor/activator using purifed enzyme and Km concentrations of substrates (counterscreen for miR-21 project) | Luciferin 4-monooxygenase (Photinus pyralis), P08659 | purified FLuc, Km substrates, luminescence inhibition | Potency, µM (doses to about 57.5 µM), without a hit: top-dose activity change, negative = inhibition, actives largely listed as inhibitors | hit rate 6.9% among 360,000;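 further: potency means the concentration at half of the fitted maximal effect; plate controls were vehicle for no effect and reference inhibitor for full effect; nearly all actives have a fitted effect of over 55% in size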
Target sequence (P08659 whole entry, looked up): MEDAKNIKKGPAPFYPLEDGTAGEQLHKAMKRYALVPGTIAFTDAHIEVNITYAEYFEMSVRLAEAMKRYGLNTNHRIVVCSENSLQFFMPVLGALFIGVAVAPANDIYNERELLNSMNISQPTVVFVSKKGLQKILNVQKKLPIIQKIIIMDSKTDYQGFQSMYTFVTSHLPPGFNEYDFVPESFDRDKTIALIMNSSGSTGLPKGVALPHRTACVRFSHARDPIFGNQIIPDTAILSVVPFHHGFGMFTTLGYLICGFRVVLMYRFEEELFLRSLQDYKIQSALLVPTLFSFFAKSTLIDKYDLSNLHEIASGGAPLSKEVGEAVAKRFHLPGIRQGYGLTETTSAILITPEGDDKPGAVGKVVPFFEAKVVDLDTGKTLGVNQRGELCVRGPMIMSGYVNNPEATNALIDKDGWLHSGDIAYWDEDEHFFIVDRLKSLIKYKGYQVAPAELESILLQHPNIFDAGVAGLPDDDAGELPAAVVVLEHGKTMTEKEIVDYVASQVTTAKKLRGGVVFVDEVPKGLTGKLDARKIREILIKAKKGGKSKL
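Purified P. pyralis luciferase (10nM final) with 10uM D-luciferin and 10uM ATP (Km levels) in 50mM Tris acetate pH 7.5, 10mM Mg acetate, 0.01% Tween-20, 0.05% BSA; qHTS 6-point titration, ~60 µM downward; luminescence read.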
RORg inh: qHTS for inhibitors of ROR gamma transcriptional activity. Drosophila S2 Gal4-RORgamma UAS-luciferase reporter, 20 h. Potency, µM (top dose mostly 53.6 µM), for inactives: at the highest dose activity change, negative = inhibition, hits mostly inhibitors. hit rate 5.4% among 310,000. AID 2551, 2010; further: potency means the concentration at half of the fitted maximal effect; on the % scale 0 is the no-effect control and ±100 the full control effect; nearly all actives have a fitted effect of over 60% in size
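Stable Schneider cell line, Gal4 DNA-binding domain fused to ROR gamma, UAS-luciferase. Cmpd 1 hr RT → CuSO4 700 uM final → 20 hr RT → luciferase reagent 10 min → luminescence.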
Menin MLL FP TR: qHTS Assay for Inhibitors Targeting the Menin-MLL Interaction in MLL Related Leukemias: Competition With Texas Red Labeled MLL-derived Mutant Peptide; O00255; Menin + Texas Red MLL mutant peptide, fluorescence polarization; Potency, µM (titrated, usually from 61.6 µM), without a hit: at the top dose FP activity change, negative = inhibition, actives largely listed as inhibitors; hit rate 0.23% among 270,000; AID 1768, 2009; active means well fitted inhibition curve with a large enough effect in the polarisation, with a control signal flat, not every such curve was filed as active; inconclusive means small, poorly fitted or top-dose-only effect, or effect the other way, or a change in a side signal; inactive means no such curve, though single readings can be large or run the other way; the % refers to the polarisation; further: potency means the concentration at half of the fitted maximal effect; % of control where 0% means no effect; many of its hits are not listed in these tables
ELG1 genotox: qHTS screen for small molecules that induce genotoxicity in human embryonic kidney (HEK293T) cells expressing luciferase-tagged ELG1 | HEK293T ELG1-luciferase reporter, luminescence, 16 h | Potency, µM (top dose mostly 46 µM), inactives show at the top dose activity change, positive = activation, usual class: activators | hit rate 1.3% among 330,000; further: potency means the concentration at half of the fitted maximal effect; % of control where 0% means no effect; nearly all actives have a fitted effect of over 60% in size
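DMSO vehicle served as control against compound-treated ELG1-luciferase HEK293T cells; exposure lasted 16 hr at 37 °C and 5% CO2, followed by ONE-Glo luminescence detection after 30 min.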
VP16 counter: VP16 counterscreen qHTS for inhibitors of ROR gamma transcriptional activity; Drosophila S2 Gal4-VP16 UAS-luciferase, luminescence, 20 h; Potency, µM (titrated, usually from 53.6 µM), inactives show at the top dose activity, negative = inhibition, hits mostly inhibitors; hit rate 3.5% among 310,000; AID 2546, 2010;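 further: Gal4-VP16 expression switched on by copper sulfate through the metallothionein promoter; potency means the concentration at half of the fitted maximal effect; on the % scale 0 is the no-effect control and ±100 the full control effect; nearly all actives have a fitted effect of over 50% in size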
NPC1 prom act: qHTS Assay for NPC1 Promoter Activators; hit rate 2.4% among 320,000; Potency, µM (titrated, usually from 9.22 µM), for inactives: top-dose activation, most hits filed as activators; AID 485313, 2010; Huh7 NPC1 promoter luciferase reporter, 24 h;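 further: potency means the concentration at half of the fitted maximal effect; % of control where 0% means no effect; nearly all actives have a fitted effect of over 60% in size; reporter is driven by a mutant NPC1 promoter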
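Quantitative HTS used a cell-based reporter: Huh7 cells stably bearing the NPC1 promoter upstream of luciferase were treated with compounds for 24 h, and promoter activation was read as luminescence.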
BRCA1 expr up: qHTS Assay to Identify Small Molecule Activators of BRCA1 Expression; MCF7-BRCA1-FFLuc reporter, luminescence, 48 h; response scale: scaled: vehicle 0%, 10 µM genistein 100%; Potency, µM (highest dose often 46.1 µM), for the others: top-dose activation, hits mostly activators; hit rate 1.1% among 380,000; AID 624202, 2012; further: potency means the concentration at half of the fitted maximal effect; nearly all actives have a fitted effect of over 80% in size; some results filed as inactive show a strong effect at the top dose
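First, MCF7-BRCA1-FFLuc cells (2000/well) attach for 2 h; next, compounds are pin-added and incubated 48 h at 37 °C; finally, luciferase reagent is added and luminescence read after 15 min.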
* = called active by the depositor; ? = inconclusive; / = no result given; [ ] = another dose, or the depositor's remark. Unless noted, the call rests on the fitted dose curve; in most records, active means well fitted curve in the direction sought with a large enough effect; inconclusive means small, poorly fitted or top-dose-only effect, or another doubt; inactive means no such curve, though single readings can be large; an effect the other way counts as inactive or inconclusive.

1. CC1CCCCN1S(=O)(=O)CCNC(=O)c1ccccc1 (centres undefined)
2. Cc1ccc(-c2csc(N)n2)s1
3. CCN(CC(=O)Nc1ccc(NC(C)=O)cc1)C(=O)CCCN1C(=O)c2ccccc2C1=O
4. CS(=O)(=O)Nc1ccc(C2=NN(S(C)(=O)=O)C(c3ccc4c(c3)OCO4)C2)cc1 (centres undefined)
5. O=C1OC(/C=C/c2ccc(Cl)cc2Cl)=NC/1=C\c1cccs1
6. COc1ccc(NC(=O)c2oc3ccccc3c2NC(=O)c2ccco2)c(OC)c1
7. CC(C)CCNC(=O)CN(C(=O)CCC(=O)Nc1nccs1)C1CCCCC1
8. CCc1nnc(NC(=O)CSc2nc(SC)ns2)s1
assay / entry,1,2,3,4,5,6,7,8
Giardia kill,7,-11,-1,26,-20,3,-5,-4
Rab9 prom act,1%,8%,-4%,2.5µM*,0%,5%,6%,7%
PKM2 act,/,5%,/,6%,-1%,13%,-5%,1%
p53 reactivator,-2%,?,7%,?,-1%,-1%,-3%,0%
FLuc modulator,-1%,15µM*,0%,9.5µM*,?,?,2%,?
RORg inh,/,-43%,/,16%,-16%,-4%,24%,2%
Menin MLL FP TR,/,22%,/,-6%,-14%,-2%,6%,-14%
ELG1 genotox,3%,?,0%,?,1%,-3%,-34%[inhibitor],3%
VP16 counter,/,-18%,/,3%,?,9%,?,-8%
NPC1 prom act,0%,?,-5%,3.2µM*,-3%,-6%,-3%,1%
BRCA1 expr up,7%,?,3%,4.5µM*,0%,4%,-18%,-5%

9. CC(=O)NCCc1c[nH]c2ccc(OCC(O)CNC(C)(C)C)cc12 (centres undefined)
10. O=C(NNC(=O)c1ccc(S(=O)(=O)N2CCCCC2)cc1)c1ccc(F)cc1
11. CCOC(=O)C(=O)NNc1ccc(C)cc1
12. O=C(c1ccccc1Br)N1CCN(c2ccc([N+](=O)[O-])c(N3CCOCC3)c2)CC1
13. C=CCN1C(=O)C(Cc2ccc(C)cc2)S/C1=N/N=C/c1ccco1 (centres undefined)
14. N#Cc1ccc(NC(=O)CNc2cc(S(=O)(=O)N3CCOCC3)ccc2NCC2CCCO2)cc1 (centres undefined)
15. O=C(CSc1nnc(CNC(=O)c2ccco2)o1)Nc1cccc(F)c1
16. Cc1ccc(C)c(OCC(=O)Nc2ccc(S(=O)(=O)Nc3ccccn3)cc2)c1C
assay / entry,9,10,11,12,13,14,15,16
Giardia kill,-6,11,7,-1,-14,2,-12,0
Rab9 prom act,1%,-3%,-1%,-5%,1%,1%,1%,1%
PKM2 act,-18%,1%,-2%,1%,-3%,-4%,/,4%
p53 reactivator,-3%,-4%,-18%,15%,8%,-5%,-5%,-5%
FLuc modulator,-2%,1%,-1%,1%,0%,-5%,2%,-3%
RORg inh,-9%,-9%,42%,-1%,-5%,4%,-8%,-3%
Menin MLL FP TR,/,-15%,-1%,1%,16%,4%,-2%,-10%
ELG1 genotox,0%,-5%,11%,-5%,-11%,-2%,-1%[9.26 µM],0%
VP16 counter,-4%,-1%,1%,-4%,-8%[0.365 µM],-4%,-2%,-5%
NPC1 prom act,-2%,3%,-1%,0%,0%,-1%,-3%,1%
BRCA1 expr up,-6%,-15%,2%,1%,-3%,-28%,-1%,?

17. CC(=O)Nc1ccc(NC(=O)CSc2ncnc3c2cnn3Cc2ccccc2)cc1
18. O=C(N/C(=C\c1cccc([N+](=O)[O-])c1)C(=O)N1CCOCC1)c1cccc(Br)c1
19. CCCOc1ccc(C(O)C(CN2CCOCC2)c2ccccc2)cc1 (centres undefined)
20. CCO[C@@H]1OC(C(=O)NC2CC2)=C[C@H](c2c[nH]c3ccccc23)[C@H]1CCCO
21. CCCC(=O)OCC(=O)NC1CCCc2ccccc21 (centres undefined)
22. NC(=O)CC(NC(=O)Cc1cccc2ccccc12)c1ccc(N2CCN(c3ccccc3)CC2)c([N+](=O)[O-])c1 (centres undefined)
23. C=C(C)COc1ccc(-c2[nH]ncc2-c2ccccc2)c(O)c1
24. CC(C)Cc1nnc(NC(=O)CCC(=O)Nc2ccccc2F)s1
assay / entry,17,18,19,20,21,22,23,24
Giardia kill,-8,7,18,44[activator],23,-2,-2,-8
Rab9 prom act,-2%,1%,-16%,-10%,3%,-8%,-2%,2%
PKM2 act,7%,4%,4%,-3%,-3%,1%,2%,-2%
p53 reactivator,-1%,-1%,8%,-2%,1%,-2%,6%,-1%
FLuc modulator,-3%,1%,7%,-2%,-2%,0%,-13%,0%
RORg inh,-8%,-1%,7%,-4%,8%,3%,?,14%
Menin MLL FP TR,/,4%,1%,/,-8%,/,?,/
ELG1 genotox,2%,-5%,2%,1%,-4%,-2%,-1%,-1%
VP16 counter,-8%,-11%,-6%,3%,-5%,-2%,?,-5%
NPC1 prom act,-5%,-3%,-3%,-2%,-4%,4%,0%,-4%
BRCA1 expr up,-23%,-18%,-17%,6%,0%,1%,-71%,-8%

Entries by screen from the list.
Rab9 prom act for entries 5–15: 0%, 5%, 6%, 7%, 1%, -3%, -1%, -5%, 1%, 1%, 1%

New compounds follow
25. O=C(Nc1cccc(F)c1)c1cc(S(=O)(=O)N2CCC3(CC2)OCCO3)ccc1F
26. O=C(/C=C/c1ccc2ccccc2n1)c1cc(Br)ccc1O
27. CCc1ccccc1NC(=S)NCCSc1ccc(Cl)cc1
28. CCOC(=O)/C(=C\c1ccc([N+](=O)[O-])o1)NC(=O)c1ccccc1
29. COc1ccc(C(=O)N(C)Cc2ccccn2)cc1OC1CCN(C(C)C)CC1
30. CC1(C)CC(=O)C2=C(C1)OC(N)=C(C#N)C2c1cccc(OC(=O)c2ccco2)c1 (centres undefined)
31. Cc1nc(CNC(=O)CC2C(=O)NCCN2Cc2cccc(Oc3ccccc3)c2)cs1 (centres undefined)
32. O=C(O)COc1ccc(/C=N/NC(=O)c2cn(-c3ccccc3)nc2-c2ccccc2)cc1
assay / entry,25,26,27,28,29,30,31,32
Giardia kill,/,29,6,?,1,4,-21,-3
Rab9 prom act,2%,6%,-3%,10%,-3%,0%,1%,-1%
PKM2 act,4%,17%,4%,-11%,-5%,-6%,13%,-1%
p53 reactivator,-3%,?,-2%,-12%,10%,-3%,1%,1%
FLuc modulator,4%,8.5µM*,-2%,2%,-2%,3%,1%,4.8µM*
RORg inh,22%,0%,1.1µM*,-44%,-13%,?,5%,5%
Menin MLL FP TR,-26%,/,28%,2%,/,10%,?,?
ELG1 genotox,-8%,12%,-25%,-12%,5%,-2%,0%,3%
VP16 counter,2%,-6%,7.1µM*,18%,?,?,4%,-4%
NPC1 prom act,-6%,0%,-11%,2%,-2%,1%,-4%,0%
BRCA1 expr up,/,45%,-55%,/,11%,16%,-15%,-3%

2 records drawn at random from the list so far:
4. CS(=O)(=O)Nc1ccc(C2=NN(S(C)(=O)=O)C(c3ccc4c(c3)OCO4)C2)cc1 (centres undefined)
29. COc1ccc(C(=O)N(C)Cc2ccccn2)cc1OC1CCN(C(C)C)CC1
assay / entry,4,29
Giardia kill,26,1
Rab9 prom act,2.5µM*,-3%
PKM2 act,6%,-5%
p53 reactivator,?,10%
FLuc modulator,9.5µM*,-2%
RORg inh,16%,-13%
Menin MLL FP TR,-6%,/
ELG1 genotox,?,5%
VP16 counter,3%,?
NPC1 prom act,3.2µM*,-2%
BRCA1 expr up,4.5µM*,11%

(more compounds)
33. CCOC(=O)c1cc(C(=O)OCC)c(=O)[nH]c1N1CCCC1
34. CN(C)c1ccc(/C=N/N(Cc2ccccc2)c2ccccc2)cc1
35. Clc1cccc(CSc2ncn(-c3ccccc3)n2)c1
36. O=C(NCC1CC1)Nc1ccccc1F
37. O=C(NNC1=NCCN1Cc1ccccc1)c1cccc(C(F)(F)F)c1
assay / entry,33,34,35,36,37
Giardia kill,5,-22,-3,2,10
Rab9 prom act,-28%,3%,22%,8%,-4%
PKM2 act,-8%,4%,0%,/,2%
p53 reactivator,5%,3%,?,-2%,-5%
FLuc modulator,-6%,2%,19µM*,-4%,0%
RORg inh,-9%,11%,23%,-14%,3.2µM*
Menin MLL FP TR,4%,?,19%,-1%,/
ELG1 genotox,8%,-2%,?,4%,-1%
VP16 counter,-16%,0%,29%,1%,11µM*
NPC1 prom act,2%,10%,16%,11%,1%
BRCA1 expr up,-7%,-3%,?,25%,-2%

The list is partial; the hit share may differ from the screen's.
